High-throughput results from PubChem.
GAA850 FXN act: FXN promoter activators, primary screen, cell-based, luciferase luminescence, HEK293 lucGAA850 | HEK293 lucGAA850 FXN promoter luciferase reporter, 24 h; percent of 10 µM SAHA response | activation, % at 6 µM | hit rate 0.56% among 360,000;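 active = activation above the average of all compounds screened plus 3 SD, cutoff fixed separately per campaign, cut at about 7.5% in these data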;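 also: 0% = DMSO wells and 100% = 10 µM SAHA wells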
DAX1 inh-1: DAX1 (NR0B1) inhibitors, primary screen, cell-based, HEK293, Gal4-DAX1, luciferase luminescence. Nuclear receptor subfamily 0 group B member 1 (Homo sapiens), P51843. inhibition, % at 6.75 µM. AID 504766, 2011. hit rate 0.99% among 340,000. HEK293 Gal4-DAX1 luciferase reporter;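 active = inhibition above the mean over all tested compounds plus 3 SD, cut at about 4.2% in these data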;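 also: 0% = DAX1-transfected cells with DMSO and 100% = empty-vector control cells with DMSO; inhibition shows as a rise in luminescence from relieved DAX1 repression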
Target sequence (P51843 207-470 limits assumed): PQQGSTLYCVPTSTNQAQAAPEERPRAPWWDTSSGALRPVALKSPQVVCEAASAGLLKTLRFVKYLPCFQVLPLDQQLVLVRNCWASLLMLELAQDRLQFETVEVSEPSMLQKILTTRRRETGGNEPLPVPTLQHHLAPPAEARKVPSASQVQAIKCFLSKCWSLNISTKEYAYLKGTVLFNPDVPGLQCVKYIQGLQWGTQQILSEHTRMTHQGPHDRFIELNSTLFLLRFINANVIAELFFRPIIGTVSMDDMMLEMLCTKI
ADAM10 inh: human ADAM10 inhibitors, primary screen, biochemical, QFRET, HTS; Disintegrin and metalloproteinase domain-containing protein 10 (Homo sapiens), O14672; recombinant ADAM10, EDANS/DABCYL FRET peptide cleavage, 3 h; inhibition, % at 7 µM; hit rate 0.62% among 370,000; AID 720582, 2013;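 active = inhibition above a per-campaign cutoff equal to the mean of compounds falling between control-based bounds plus 3 SD, cut at about 20% in these data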;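 also: 0% = DMSO wells while the 100% control is not disclosed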
Target sequence (O14672 214-748 limits assumed): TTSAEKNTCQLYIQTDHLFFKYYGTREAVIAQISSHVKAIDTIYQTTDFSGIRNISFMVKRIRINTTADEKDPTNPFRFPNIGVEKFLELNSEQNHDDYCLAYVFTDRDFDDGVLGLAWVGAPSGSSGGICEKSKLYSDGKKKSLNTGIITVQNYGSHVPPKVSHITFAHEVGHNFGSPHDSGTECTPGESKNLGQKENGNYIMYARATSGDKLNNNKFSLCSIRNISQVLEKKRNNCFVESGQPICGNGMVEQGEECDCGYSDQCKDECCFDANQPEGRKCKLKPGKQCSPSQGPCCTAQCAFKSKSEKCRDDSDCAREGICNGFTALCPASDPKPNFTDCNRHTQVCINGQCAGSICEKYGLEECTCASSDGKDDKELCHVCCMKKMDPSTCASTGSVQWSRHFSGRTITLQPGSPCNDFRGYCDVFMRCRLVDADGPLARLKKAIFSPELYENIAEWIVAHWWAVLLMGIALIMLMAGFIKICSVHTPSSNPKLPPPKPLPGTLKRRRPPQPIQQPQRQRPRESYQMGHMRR
hcDAF-12 act: H. contortus DAF-12 nuclear receptor activators, primary screen, cell-based, luminescence, HEK293, lit1-tk-luc reporter | activation, % at 6.8 µM | HEK293 hcDAF-12 lit1-tk-luc reporter; 0% DMSO, 100% Δ7-dafachronic acid | AID 652067, 2013 | hit rate 1.4% among 370,000;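 active = activation above the mean of all tested compounds plus 3 SD, cut at about 5.5% in these data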;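 also: 100% = response to 3 µM Δ7-dafachronic acid high control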
hgDAF-12 ag: H. glycines DAF-12 receptor agonists, primary screen, cell-based, luminescence, HEK293, GAL4 fusion, UAS-luciferase | Nuclear hormone receptor DAF-12 (Heterodera glycines), GAL4 fusion | HEK293 GAL4-hgDAF12 UAS-luciferase reporter, agonist luminescence; normalized to butyrate control | activation, % at 6.8 µM | hit rate 1.8% among 370,000 | AID 687014, 2013;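 active = activation above a cutoff set at the mean of all screened compounds plus 3 SD, cut at about 10% in these data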;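 also: 0% = DMSO wells and 100% = sodium butyrate wells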
ssDAF12 agonist: S. stercoralis DAF-12 nuclear receptor activators, primary screen, cell-based, luminescence, HEK293, GRIP1 co-expression, lit1-tk-luc | AID 652126, 2013 | hit rate 1% among 370,000 | activation, % at 6.8 µM | HEK293 ssDAF-12/GRIP1 lit1-tk-luc reporter; % of 3 µM dafachronic acid response;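 active = activation above the mean over all tested compounds plus 3 SD, cut at about 0.9% in these data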;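 also: 0% = DMSO-only wells and 100% = 3 µM delta7-dafachronic acid wells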
PG9 Ab binder: binders of HIV-1 gp120 antibody PG9, primary screen, biochemical, TR-FRET | inhibition, % at 6.7 µM | hit rate 0.43% among 360,000 | TR-FRET gp120-PG9 antibody binding | AID 624416, 2012; in the data active = inhibition above about 8.5%
DAX1 inh-2: DAX1 (NR0B1) inhibitors on StAR promoter, primary screen, cell-based, luminescence, SF-1 (NR5A1), full-length DAX-1 | AID 652010, 2013 | hit rate 1.1% among 370,000 | inhibition, % at 6.8 µM | HEK293T StAR-luciferase reporter, SF-1/DAX-1 repression relief;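 active = inhibition above the mean over all tested compounds plus 3 SD, cut at about 3.6% in these data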;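 also: 0% = DAX-1 cells with DMSO and 100% = cells lacking DAX-1 with DMSO; higher inhibition means more luminescence from relief of DAX-1 repression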
GC-A act: GC-A stimulated cGMP production enhancers – HEK293 GC-A cells, cGMP TR-FRET, EC30 ANP, primary screen. activation, % at 10 µM. hit rate 0.14% among 370,000. AID 1671463, 2021. 0% at EC30 ANP, 100% saturating ANP; in the data active = activation above about 40%
ADAM17 inh: ADAM17 inhibitors, primary screen, biochemical, QFRET. hit rate 0.83% among 370,000. inhibition, % at 6.95 µM. recombinant ADAM17, EDANS/DABCYL FRET peptide cleavage;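 active = inhibition above the mean of compounds lying between control limits plus 3 SD, set per campaign, cut at about 8.5% in these data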;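 also: 0% = DMSO-only wells as the low control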
SMARCA2 activ: SMARCA2 (BRM) function activators, primary screen, cell-based, luminescence, high throughput; MG213 cells, MMTV-luciferase reporter, dexamethasone, overnight; activation, % at 9.1 µM; hit rate 1% among 370,000; in the data active = activation above about 7.8%;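 also: 0% = vehicle wells and 100% = reference activator wells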
Active calls of the source: *; i = inactive; nt = no result given. This is a random part of the collection. About 6.8% of those tested had a hit in this group.

SMILES	GAA850 FXN act	DAX1 inh-1	ADAM10 inh	hcDAF-12 act	hgDAF-12 ag	ssDAF12 agonist	PG9 Ab binder	DAX1 inh-2	GC-A act	ADAM17 inh	SMARCA2 activ
COc1ccc(-c2n[nH]c(C)c2-c2cnn(-c3ccccc3)c2)c(O)c1	-0.1	0.8	29.8*	0.0	-1.6	-1.6	-1.7	-0.2	1.9	14.9*	-2.0
CC(C)C[C@@H]1CN(CCCC[C@H]2CNC(=O)C(=O)N2CCC2CCCCC2)C(=O)C(=O)N1Cc1ccccc1	nt	nt	-6.8	0.0	0.0	-1.6	0.8	-0.5	4.3	-1.1	-2.2
COc1cccc(C(=O)N2C(C(=O)O)CSC2c2ccccc2Cl)c1 (stereo not given)	1.8	1.3	-6.9	-0.9	0.4	-0.8	0.4	0.1	4.2	-3.3	0.1
O=C(NCC(c1ccco1)N1CCCCC1)c1ccc([N+](=O)[O-])s1 (stereo not given)	3.1	nt	-2.2	-0.2	-4.5	-1.7	-1.3	-4.5	2.8	0.1	-0.1
Cc1cccc(N2CCN(C(c3ccccc3)c3nnnn3C(C)(C)C)CC2)c1C (stereo not given)	2.6	0.6	-0.4	-1.1	1.4	-1.1	1.5	0.3	-8.5	0.1	-0.1
CCOC(=O)C1CCN(Cc2nc3ccc([N+](=O)[O-])cc3c(=O)n2-c2ccc(OC)cc2OC)CC1	0.0	1.4	-3.6	1.6	1.0	-0.7	-0.3	-0.1	5.9	-3.0	9.1*
COc1ccc(NC(=S)Nc2cc(C)cc(C)n2)cc1OC	1.2	-0.2	-2.2	-1.0	-0.7	-1.1	-1.9	0.2	3.9	3.7	2.4
COC(=O)CN(C(=S)Nc1ccc(F)cc1)C1CC(=O)N(c2ccccc2)C1=O (stereo not given)	0.5	0.5	6.4	-2.2	1.2	-1.7	0.5	0.0	2.9	3.5	-2.5
CSc1nc(Cl)c(Cc2ccc(OCC(C)C)cc2)c(N2CCOCC2)n1	2.6	-1.5	0.2	5.9*	0.0	-0.7	-1.7	-0.6	-3.6	-1.2	-0.1
COc1ccc2sc(-c3ccc(N(C)C)cc3)c(C#CCO)c2c1	2.8	-0.9	i	-1.2	-2.1	-1.3	-1.5	-0.6	-0.8	i	-1.8
Cc1c(C#N)c(O)[nH]c(=O)c1N=Nc1ccc(Br)cc1C(=O)O	1.6	-0.5	-1.4	2.5	-1.6	-1.1	0.1	-0.2	-0.1	-3.4	-1.7
NC(=O)CC1Nc2cccc3cccc(c23)NC1=O (stereo not given)	1.7	-1.0	-32.3	0.4	0.3	-0.3	-19.3	0.1	-9.6	-7.5	-0.1
O=C1NCCc2c1[nH]c1ccc([N+](=O)[O-])cc21	-0.7	1.7	-2.5	-1.7	2.3	-1.5	-0.2	-0.1	7.3	0.2	-4.1
Cc1ccc(S(=O)(=O)N(C)c2ccc(C(=O)NCC(c3cccs3)N3CCOCC3)cc2)cc1 (stereo not given)	-1.6	0.1	-3.9	-0.8	-1.9	-1.2	-1.2	-1.3	0.1	0.7	-0.6
CSc1nc(N)nc(SCC(=O)Nc2ccc(Cl)cc2)c1C#N	0.1	-0.6	17.9	-2.6	-0.7	-1.7	0.4	-2.2	-2.0	2.7	-4.6
CCOC(=O)c1ccc([N+](=O)[O-])cc1NC(C)=O	2.5	-1.0	6.4	-0.6	2.8	-0.9	-0.2	-0.3	0.3	1.4	-1.4
CCc1ccccc1N(CC(=O)N1CCCCC1)S(=O)(=O)c1ccccc1	1.0	-0.4	-9.7	-1.3	1.9	-1.1	0.8	-0.4	-6.8	1.2	-3.5
Cc1cccc(N(CC(=O)N2CCOCC2)S(C)(=O)=O)c1C	-2.1	2.8	2.9	-1.3	0.0	-1.3	-1.6	0.7	1.8	-0.7	-3.0
COc1cc2c(cc1OC)C(c1ccsc1)CC(=O)N2 (stereo not given)	-0.3	-0.2	0.0	-0.4	-2.0	-1.3	2.0	0.5	-3.8	-2.5	-1.1
O=C(COc1ccc(S(=O)(=O)N2CCCC2)cc1Cl)N1CCN(c2ccccc2)CC1	0.0	-0.5	4.8	-0.2	-0.2	0.1	-0.4	-0.1	-6.6	-0.9	-5.4
Cc1cc(/N=C/C=C2\N(C)c3ccccc3C2(C)C)n(CCC#N)n1	-1.4	-0.3	-15.1	-0.8	-0.5	-1.2	-1.7	-0.5	0.4	-1.6	1.1
C=CCNC(=O)c1onc(CSc2cccc(OCC)c2)c1C(=O)O	0.6	-0.5	-3.0	-1.5	0.8	-1.0	0.7	0.0	-2.2	-5.5	0.9
CC1CCCN(CCCNC(=O)CN2C(=O)CSc3ccc(S(=O)(=O)N4CCOCC4)cc32)C1 (stereo not given)	-0.4	1.4	6.2	1.0	3.0	-0.9	0.2	-0.1	5.1	-3.6	-2.5
CC(=O)c1ccc(N2CCN(S(=O)(=O)c3ccc4c(c3)CC(=O)N4)CC2)cc1	-3.9	-0.4	-9.9	2.6	5.8	-1.2	-2.5	0.5	-16.2	-0.1	-2.2
Cc1ccc2c(c1)CCCN2CC(=O)Nc1cc(S(=O)(=O)N2CCCC2)ccc1Cl	2.5	-0.6	-27.6	1.4	0.0	0.2	-2.2	-0.1	-0.2	-5.6	7.5
CC(=O)NCCNC(=O)CCNC(=O)c1ccc(Cl)cc1	-1.1	1.0	5.6	-1.1	1.9	-1.1	-1.8	-0.1	2.8	-4.5	0.0
CCN(CC)CCCNC(=O)CCC(=O)Nc1ccc2nc(N3CCC(C)CC3)cc(C)c2c1	0.6	-1.0	i	-0.7	5.2	-0.6	0.5	0.6	8.0	-209.1	5.8
COc1ccccc1OCCNC(=O)C1CC(=O)N(Cc2ccc(C)cc2)C1 (stereo not given)	-0.3	0.8	6.6	0.6	1.4	-1.4	-1.3	0.9	-2.1	2.2	-3.1
Cc1ccc(NC(=O)CSc2nnc(-c3ccncc3)n2C)cc1C	-1.3	0.7	4.5	-1.7	-0.2	-0.6	17.2*	0.2	3.0	0.6	-3.5
Cc1cc(C)c(OCCOCCN2CCCC2)c(C)c1	2.4	0.9	-4.4	-1.0	0.5	-1.5	-0.6	0.0	-2.8	-1.9	-0.8
COc1ccc(-c2oc(NC(=O)CSc3nncn3C)c(C#N)c2-c2ccc(OC)cc2)cc1	-1.9	1.0	-2.6	-1.6	-0.5	-1.0	2.4	-0.2	-0.4	-3.8	-2.9
Cc1ccccc1NS(=O)(=O)c1ccc(Cl)cc1	1.3	0.4	-5.0	-2.3	-2.9	-0.7	-0.1	0.0	-5.5	-5.6	-5.3
O=C(CN1C(=O)NC(c2ccccc2)(c2ccccc2)C1=O)NC1CCCC1	0.2	0.1	-3.3	-0.3	2.4	-1.1	1.2	1.2	-3.2	-8.4	-0.2
CSCCC(NC(N)=O)C(=O)Nc1ccc(F)c(Cl)c1 (stereo not given)	2.2	-0.2	6.7	0.4	-2.7	-0.9	-0.1	0.4	1.4	0.4	0.8
CC(C)(C)NC(=O)CN(C(=O)C(=O)Nc1ccc2c(c1)OCCO2)C1CC1	-0.6	2.0	0.8	-2.4	1.9	-1.4	0.3	-0.4	1.7	-3.0	-1.1
C/C=C(\C)CN1CCCC(N(C)CCc2ccc(OC)c(OC)c2)C1 (stereo not given)	1.2	0.0	0.4	-0.5	4.8	-1.0	-2.0	0.8	-1.8	0.8	-0.7
CCCn1nc(C(=O)OCC(=O)Nc2cccc(OC)c2)c2ccccc2c1=O	1.1	0.3	1.5	-1.1	-1.4	-1.4	-1.6	0.7	0.8	2.6	0.2
CC(C)(C)OC(=O)N1CCC(C(=O)N[C@H](C(=O)O)c2ccccc2)(c2ccccc2)CC1	0.6	0.5	-1.1	-0.9	1.2	-0.7	-0.3	0.0	2.8	-2.5	-1.1
COc1ccccc1C1CC(=O)NC(C)=C1C(=O)OCC1CCCO1 (stereo not given)	-1.1	0.2	-5.6	3.6	3.8	0.9	-1.7	0.9	-1.0	0.7	2.6
COc1ccc(CCN(C)C(=O)CSc2nnnn2C)cc1OC	1.1	-0.4	1.4	-1.2	-2.1	-1.5	-2.1	-0.3	4.5	-1.9	3.7
C/C(=N\NC(=O)c1c(Br)c(C)nn1C)c1ccc(NC(=O)c2ccoc2C)cc1	3.4	2.4	1.1	-0.5	12.2*	-0.6	0.3	1.1	-3.4	2.3	2.9
Cc1ccc(-n2c(SCC(=O)Nc3cccc4ccccc34)nnc2-c2ccco2)cc1	nt	nt	9.6	-2.2	-1.7	-0.9	nt	-1.1	0.9	5.5	-1.1
CCCOc1ccc(C(=O)CCC(=O)Nc2ccc(N3CCN(C)CC3)cc2)cc1	-0.8	0.2	-9.9	0.2	5.2	-0.7	0.5	-0.5	-0.9	-1.4	2.8
Nn1c(Cc2cccc3ccccc23)nnc1SCC(=O)NC1CCS(=O)(=O)C1 (stereo not given)	2.8	-0.5	-4.9	-1.6	3.5	-0.9	-1.2	0.5	3.7	-3.2	-1.0
N/C(=N\O)c1ccc(Oc2ccccc2Cl)c([N+](=O)[O-])c1	0.1	5.4*	-2.5	-0.9	2.6	-1.9	-2.4	-0.8	2.7	-1.8	-2.0
COCCN(CCOC)C(=O)C1CCCN(S(=O)(=O)c2ccc(NC(=O)OC)cc2)C1 (stereo not given)	0.5	0.6	-3.2	-0.4	-1.9	-1.4	-1.2	-0.4	0.3	-3.2	-1.7

In the list so far, these contain an NH in an aromatic ring:
SMILES	GAA850 FXN act	DAX1 inh-1	ADAM10 inh	hcDAF-12 act	hgDAF-12 ag	ssDAF12 agonist	PG9 Ab binder	DAX1 inh-2	GC-A act	ADAM17 inh	SMARCA2 activ
COc1ccc(-c2n[nH]c(C)c2-c2cnn(-c3ccccc3)c2)c(O)c1	-0.1	0.8	29.8*	0.0	-1.6	-1.6	-1.7	-0.2	1.9	14.9*	-2.0
Cc1c(C#N)c(O)[nH]c(=O)c1N=Nc1ccc(Br)cc1C(=O)O	1.6	-0.5	-1.4	2.5	-1.6	-1.1	0.1	-0.2	-0.1	-3.4	-1.7
O=C1NCCc2c1[nH]c1ccc([N+](=O)[O-])cc21	-0.7	1.7	-2.5	-1.7	2.3	-1.5	-0.2	-0.1	7.3	0.2	-4.1
